# APEX1 inh = blocks human APE1 abasic DNA cleavage; P27695; recombinant APE1, TAMRA/BHQ-2 abasic DNA cleavage fluorescence; Potency, µM (doses to about 65.8 µM), for the others: at the top dose activity change, negative = inhibition, hits mostly inhibitors; hit rate 0.35% among 350,000;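 also: plate controls were vehicle for no effect and reference inhibitor for full effect; nearly all actives have a fitted effect of over 55% in size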
#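 Substrate: short duplex with […] THF abasic site, 5'-TAMRA and 3'-BHQ-2, 50 nM final. APE1 at 0.75 nM, preincubated 15 min RT with compound. Fluorescence increase from first to third read measured activity.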
# POLI inh = inhibitors of human DNA polymerase iota; AID 588590; Potency, µM (doses to about 115 µM), for inactives: at the top dose activity, negative = inhibition, actives largely listed as inhibitors; Pol iota fluorescent replication assay, 10 min; Q9UNA4; hit rate 1% among 390,000
# Target sequence (Q9UNA4 whole entry, looked up): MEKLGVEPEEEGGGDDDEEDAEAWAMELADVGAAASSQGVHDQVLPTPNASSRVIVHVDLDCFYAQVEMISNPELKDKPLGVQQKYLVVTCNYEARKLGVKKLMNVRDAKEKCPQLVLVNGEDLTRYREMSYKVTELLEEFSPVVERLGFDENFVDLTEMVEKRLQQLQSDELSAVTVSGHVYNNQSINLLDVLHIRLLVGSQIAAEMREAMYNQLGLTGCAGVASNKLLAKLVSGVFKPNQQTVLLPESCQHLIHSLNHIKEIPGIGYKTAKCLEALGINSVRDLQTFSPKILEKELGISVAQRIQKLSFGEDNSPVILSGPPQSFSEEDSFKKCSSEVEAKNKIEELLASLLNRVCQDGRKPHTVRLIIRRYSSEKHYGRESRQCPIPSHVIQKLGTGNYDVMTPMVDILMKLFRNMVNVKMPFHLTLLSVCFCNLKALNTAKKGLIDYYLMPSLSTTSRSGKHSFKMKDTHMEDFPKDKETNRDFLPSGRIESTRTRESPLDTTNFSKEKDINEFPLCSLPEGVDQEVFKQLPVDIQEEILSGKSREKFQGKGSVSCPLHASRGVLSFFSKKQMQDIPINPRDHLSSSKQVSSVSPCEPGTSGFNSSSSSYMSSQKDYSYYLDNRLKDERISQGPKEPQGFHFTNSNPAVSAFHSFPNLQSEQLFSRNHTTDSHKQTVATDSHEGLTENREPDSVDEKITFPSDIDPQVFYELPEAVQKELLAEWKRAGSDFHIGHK
#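 Fluorescent replication assay read twice, at 0 min and 10 min after adding 50 nM (final) substrate. Enzyme (10 nM) and compounds were first incubated 15 min at room temperature; enzyme-free buffer wells were negative controls.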
# G9a inh = inhibitors of human histone lysine methyltransferase G9a | hit rate 8.8% among 350,000 | Potency, µM (series often up to 102 µM), inactives show at the highest dose activity, negative = inhibition, usual class: inhibitors | Q96KQ7 | G9a H3K9 monomethylation, AlphaScreen, 2 h; also: % is scaled to controls: 0 for no effect and ±100 for the full control effect; nearly all actives have a fitted effect of over 75% in size
# Target sequence (Q96KQ7 913-1193 limits assumed): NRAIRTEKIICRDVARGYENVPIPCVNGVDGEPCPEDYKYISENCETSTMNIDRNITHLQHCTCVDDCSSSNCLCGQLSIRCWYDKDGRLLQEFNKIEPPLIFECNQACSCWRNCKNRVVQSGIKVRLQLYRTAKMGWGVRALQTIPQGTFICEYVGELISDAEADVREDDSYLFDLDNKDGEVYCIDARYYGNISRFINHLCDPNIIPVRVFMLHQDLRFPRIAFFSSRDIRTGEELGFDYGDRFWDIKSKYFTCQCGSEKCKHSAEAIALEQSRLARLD
#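 Using a bead-based AlphaScreen, monomethylated H3K9 product from 2 h room-temperature reactions (G9a 20 nM, peptide 500 nM, SAM 20 uM) was detected with 0.5 ug/mL rabbit anti-H3K9me1 antibody.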
# BLM inh = inhibitors of human Bloom syndrome helicase BLM; P54132; recombinant BLM DNA unwinding, fluorescence dequenching; Potency, µM (doses to about 56.1 µM), for the others: at the top dose activity change, negative = inhibition, most hits filed as inhibitors; hit rate 0.2% among 350,000;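 also: plate controls were vehicle for no effect and no enzyme for full effect; nearly all actives have a fitted effect of over 35% in size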
# Pol kappa inh = DNA polymerase kappa (human) inhibition; Q9UBT6; purified Pol kappa, fluorescent DNA synthesis assay, 10 min; Potency, µM (highest dose often 107 µM), for the others: at the highest dose activity, negative = inhibition, actives largely listed as inhibitors; hit rate 0.53% among 400,000; AID 588579; also: % is scaled to controls: 0 for no effect and ±100 for the full control effect
#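 50 nM final substrate added after 15 min RT preincubation of 10 nM Pol kappa with compound; fluorescence read at 0 and 10 min.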
# Apoferritin bind = candidate novel general anesthetic via apoferritin binding; P02791; apoferritin/1-aminoanthracene competitive binding, fluorescence; Potency, µM (highest dose often 77.5 µM), inactives show at the highest dose activity change, negative = displacement, hits mostly inhibitors; hit rate 0.074% among 350,000; also: % is scaled to controls: 0 for no effect and ±100 for the full control effect; nearly all actives have a fitted effect of over 20% in size
#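 Steps: apoferritin (10 uM) was premixed with half-saturated 1-AMA in PBS, compounds were pin-transferred, plates stood 10 min at room temperature, fluorescence was read at 380/535 nm, and curves were fitted with a Hill equation.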
# BAZ2B inh = blocks human BAZ2B. Q9UIF8. AlphaScreen BAZ2B-H3K14Ac peptide displacement. hit rate 4.4% among 360,000. Potency, µM (top dose mostly 114 µM), without a hit: at the highest dose activity change, negative = inhibition, most hits filed as inhibitors. AID 504333; also: % is scaled to controls: 0 for no effect and ±100 for the full control effect; nearly all actives have a fitted effect of over 60% in size
#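 In this displacement format the biotinylated H3(5-23) peptide acetylated at Lys14 serves as ligand at 50 nM, with BAZ2B at 50 nM in PBS pH 7.4 containing 0.01% Tween-20. Donor and acceptor beads are 10 ug/mL final.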
# POLH inh = blocks human DNA polymerase eta activity; Q9Y253; recombinant Pol eta, fluorescent DNA replication assay; Potency, µM (top dose mostly 114 µM), inactives show at the top dose activity change, negative = inhibition, usual class: inhibitors; hit rate 1.2% among 390,000; also: % is scaled to controls: 0 for no effect and ±100 for the full control effect
#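 Pol eta (10 nM) was preincubated with compounds for 15 min at room temperature, after which fluorescent replication substrate (50 nM final) was added to start the reaction. Fluorescence was read kinetically at 0 and 10 min.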
# POLB inh = inhibitors of human DNA polymerase beta. P06746. Pol beta primer extension/strand displacement, fluorescence kinetic. Potency, µM (doses to about 114 µM), without a hit: at the top dose activity change, negative = inhibition, hits mostly inhibitors. hit rate 1.3% among 340,000. AID 485314; also: % is scaled to controls: 0 for no effect and ±100 for the full control effect
#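 Pol beta (10 nM) and compounds were preincubated 15 min at room temperature, then 50 nM substrate (final) started primer extension/strand displacement. Reads were taken at 0 and 10 min; concentration-response data were fitted to a four-parameter Hill equation.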
# * hit, by the source's call; ? = inconclusive; . = no result given; [ ] = remark or other dose. Calls follow the shape of the dose curve; as a rule, active = well fitted curve in the direction sought with a large enough effect; inconclusive = small, poorly fitted or top-dose-only effect, or another doubt; inactive = no such curve, though single readings can be large; an effect the other way counts as inactive or inconclusive. Potency is read from the fitted curve at half-maximal effect. Some of the compounds tested (hit frequency here may not be typical).
1) O=C(c1ccc(Br)cc1)N(Cc1cccs1)c1ccc(F)cc1
2) COc1ccc(NC(=O)N2CCCC3(CCN(C(=O)c4ccc(OC)cc4)CC3)C2)cc1
3) Cn1cnnc1SCC(=O)Nc1ccc(S(N)(=O)=O)cc1
4) COc1cccc(S(=O)(=O)NCc2ccc3c(c2)OCO3)c1
5) Cc1cc(C)c(S(=O)(=O)N2CCN(C(=O)C(C)Cn3nc(C)nc3C)CC2)c(C)c1 (stereo not drawn)
6) COc1ccccc1N1CCN(C2CCCN(C(=O)c3snnc3C)C2)CC1 (stereo not drawn)
7) CCN(CC)CCN(C(=O)c1ccc(CN2CCCCC2)o1)C(C(=O)NC1CCCCC1)c1ccc(F)cc1 (stereo not drawn)
8) Cc1ccccc1-c1nc(CS(=O)(=O)CC(=O)NCCN2CCCC2)c(C)o1

entry no.	1	2	3	4	5	6	7	8
APEX1 inh	.	4%	12%	-2%	-3%	27%	4%	20%
POLI inh	20%	.	33%[activator]	38%[activator]	43%[activator]	69%[activator]	4%	?
G9a inh	65%[activator][59 µM]	-1%[12.7 µM]	-11%	-6%	-3%	18%	.	?
BLM inh	-9%	12%	-2%	-9%	2%	1%	-5%	1%
Pol kappa inh	-3%	-6%[60.1 µM]	2%	-5%	-4%	1%	4%	-6%
Apoferritin bind	9%	.	-5%	-10%	3%	-14%	-5%	-11%
BAZ2B inh	-4%	.	12%	50%[activator]	-17%	-18%	-3%	-22%
POLH inh	-9%	.	-10%	-5%	-10%	-13%	-1%	-5%
POLB inh	0%	.	45%	8%	4%	-1%	-17%	4%

# An excerpt from above with just APEX1 inh.
nr	SMILES	APEX1 inh
3	Cn1cnnc1SCC(=O)Nc1ccc(S(N)(=O)=O)cc1	12%
4	COc1cccc(S(=O)(=O)NCc2ccc3c(c2)OCO3)c1	-2%
5	Cc1cc(C)c(S(=O)(=O)N2CCN(C(=O)C(C)Cn3nc(C)nc3C)CC2)c(C)c1 (stereo not drawn)	-3%

# Whole records, quoted from the list.
# COc1ccccc1N1CCN(C2CCCN(C(=O)c3snnc3C)C2)CC1 (stereo not drawn) is listed with APEX1 inh: 27%; POLI inh: 69%[activator]; G9a inh: 18%; BLM inh: 1%; Pol kappa inh: 1%; Apoferritin bind: -14%; BAZ2B inh: -18%; POLH inh: -13%; POLB inh: -1%
# Cn1cnnc1SCC(=O)Nc1ccc(S(N)(=O)=O)cc1 is listed with APEX1 inh: 12%; POLI inh: 33%[activator]; G9a inh: -11%; BLM inh: -2%; Pol kappa inh: 2%; Apoferritin bind: -5%; BAZ2B inh: 12%; POLH inh: -10%; POLB inh: 45%
# COc1ccc(NC(=O)N2CCCC3(CCN(C(=O)c4ccc(OC)cc4)CC3)C2)cc1 is listed with APEX1 inh: 4%; POLI inh: .; G9a inh: -1%[12.7 µM]; BLM inh: 12%; Pol kappa inh: -6%[60.1 µM]; Apoferritin bind: .; BAZ2B inh: .; POLH inh: .; POLB inh: .

# More records.
9) Cc1ccc(S(=O)(=O)c2ccc(C)cc2)cc1
10) COc1ccccc1C(=O)NCCC(=O)Nc1ncccc1O
11) COC(=O)c1cc(NC(=O)c2sc3ncn(Cc4cccc(F)c4)c(=O)c3c2C)cc(C(=O)OC)c1
12) O=C(CSCCO)Nc1cccc([N+](=O)[O-])c1
13) COc1cccc2cc(/C(=N/O)c3ccc(Br)cc3)oc12
14) Cc1cc(OCCN2CCN(S(=O)(=O)c3ccccc3F)CC2)ccc1C(C)C
15) O=C(Nc1cccc(O)c1)c1cccc(S(=O)(=O)N2CCCC2)c1
16) Nc1ccc(Cl)c(S(=O)(=O)Nc2ccccc2Cl)c1

entry no.	9	10	11	12	13	14	15	16
APEX1 inh	5%	5%	.	2%	10%	1%	7%	-2%
POLI inh	37%[activator]	19%	28%	-3%	-27%	4%	11%	84%[activator]
G9a inh	28%[59 µM]	20%	-6%[59 µM]	17%[59 µM]	-15%	-15%[12.7 µM]	-5%[59 µM]	-41%
BLM inh	-8%	0%	-5%	1%	-5%	.	-4%	2%
Pol kappa inh	-7%	10%	-15%[60.1 µM]	9%	-2%	3%	-5%	-5%
Apoferritin bind	-11%	-2%	2%	2%	-24%	.	-16%	?
BAZ2B inh	4%	6%	4%	-9%	-32%	-12%	-29%	.
POLH inh	-16%	-1%	-12%	-16%	0%	-11%	-6%	-23%
POLB inh	3%	26%	-19%	7%	11%	.	-2%	11%

17) Cc1ccc(-c2cc(C(=O)Nc3cccnc3)c3ccccc3n2)o1
18) CCCSc1nc(C)nc2c1c(=O)n(C)c(=O)n2C
19) CCc1ccccc1NC(=O)c1ccc2c(c1)N(Cc1cc(C)ccc1C)C(=O)c1ccccc1S2(=O)=O
20) O=C(O)CCCN1C(=O)C(=O)/C(=C(/O)c2ccc(Cl)cc2)C1c1ccccc1 (stereo not drawn)
21) CC(=O)c1ccc(NC(=O)CSc2cn[nH]n2)cc1
22) Cc1cc(C(=O)Nc2cccc(O)c2)co1
23) CCOC(=O)C1CCCN(C(=O)C2CCN(c3nnc(-n4cccc4)s3)CC2)C1 (stereo not drawn)
24) CCN(CC)c1ccc2cc(-c3nc(-c4cccs4)no3)c(=O)oc2c1

entry no.	17	18	19	20	21	22	23	24
APEX1 inh	4%	-3%	.	-6%	6%	-6%	20%	.
POLI inh	?	.	13%	5%	-4%	4%	-14%	12%
G9a inh	8.9µM*	-1%[59 µM]	-8%[59 µM]	?	?	-42%[12.7 µM]	?	38%[59 µM]
BLM inh	-2%	-2%	-7%	-1%	-2%	1%	1%	0%
Pol kappa inh	-15%[60.1 µM]	.	-10%	8%	0%	0%	3%	2%
Apoferritin bind	119%[activator]	1%	-12%	4%	-5%	-3%	-5%	-10%
BAZ2B inh	-33%	-4%	-20%	-3%	-4%	-25%	6%	45%[activator]
POLH inh	45µM*	.	-16%	-9%	-6%	-4%	-3%	-1%
POLB inh	?	4%	-1%	7%	23%	1%	29%	-2%

25) Cc1c(C(=O)N2CCC(C)CC2)c(S(=O)(=O)NCc2ccccc2)c(C)n1C
26) COCCCNC(=O)C1c2ccccc2Oc2ccccc21
27) CCOC(=O)c1c(C)[nH]c(C(=O)CN2C(=O)NC(C)(c3ccc4ccccc4c3)C2=O)c1C (stereo not drawn)
28) CSCC[C@H](NC(=O)c1cccnc1)c1nnc2ccccn12
29) CCn1c(SCc2nc3ccccc3[nH]2)nnc1-c1cccnc1
30) Cc1nc2sc3c(c2c(=O)o1)CCC3
31) COc1cccc(CNC(=O)CCC2CCCN(C(=O)c3cc4ccccc4o3)C2)c1 (stereo not drawn)
32) CCCn1cc(S(=O)(=O)c2ccc(CC)cc2)c(=O)c2cc(F)c(N(CC)CC)cc21

entry no.	25	26	27	28	29	30	31	32
APEX1 inh	.	23%	-6%	25%	4%	2%	3%	.
POLI inh	3%	26%	-3%[58.9 µM]	-1%	2%	?	-9%	17%
G9a inh	10%[59 µM]	3%	-18%	16%	40%[activator]	?	4%	8%[59 µM]
BLM inh	0%	-7%	-17%	-2%	-3%	-3%	-3%	1%
Pol kappa inh	-4%[60.1 µM]	-4%	-11%	0%	-7%	-11%	-2%	-7%
Apoferritin bind	5%	-11%	-23%	11%	-8%	-1%	-19%	-4%
BAZ2B inh	-9%	2%	-6%[57.1 µM]	-11%	7%	-27%	-1%	0%
POLH inh	-13%	-15%	-21%	-10%	0%	?	3%	-24%
POLB inh	19%	16%	5%	27%	-2%	?	-24%	-22%

33) Cc1cc(C)nc(NS(=O)(=O)c2ccc(NC(=O)c3cc(=O)c4ccccc4o3)cc2)n1
34) CCC(SCC(=O)OC)C(=O)Nc1nnc(C(C)C)s1 (stereo not drawn)
35) Cc1cc(NC(=O)CS(=O)(=O)c2cn(Cc3cccc(F)c3)c3ccccc23)no1
36) CN(C)CCNC(=O)CN1C(=O)CCn2nc(-c3cn(C)c4ccccc34)cc21
37) CCC(=O)Nc1cc(C)c(NC(=O)CCc2ccccc2)cn1
38) Cc1ccc(NC(=S)NNc2ncc(C(F)(F)F)cc2Cl)c(C)c1
39) N#C/C(=N\Nc1ccc(Cl)cc1)C(=O)c1ccccc1
40) COC(=O)c1cc(S(=O)(=O)N2CCN(c3cccc(C)c3C)CC2)c[nH]1
41) COc1cccc(Cc2nc3ccccc3nc2SCC(=O)N2CCCCC2C)c1 (stereo not drawn)

entry no.	33	34	35	36	37	38	39	40	41
APEX1 inh	60%[activator]	-3%	1%	.	11%	9%	-2%	26%	.
POLI inh	18%	-12%	55%[activator]	-9%	2%	-10%	16%	-17%	17%
G9a inh	0%	-10%	14µM*	-1%[59 µM]	-44%[59 µM]	?	?	-10%	1%[59 µM]
BLM inh	-2%	0%	-6%	-1%	-1%	-1%	0%	-10%	-7%
Pol kappa inh	-7%	-9%	-13%	-12%[60.1 µM]	-14%	3%	-12%	-25%	-5%[60.1 µM]
Apoferritin bind	0%	-4%	-19%	1%	-11%	-10%	?	-22%	-19%
BAZ2B inh	-19%	-3%	-35%	-18%	0%	3%	50µM*	?	12%
POLH inh	-28%	-8%	-22%	-17%	0%	-13%	-13%	?	-24%
POLB inh	0%	28%	9%	-9%	11%	-4%	17%	0%	1%
